Vif-APOBEC3G blk: qHTS for Inhibitors of Vif-A3G Interactions: qHTS; DNA dC->dU-editing enzyme APOBEC-3G (Homo sapiens), Q9HC16; Potency, µM (titrated, usually from 46.1 µM), inactives show at the highest dose activity, negative = active, actives largely listed as inhibitors; HeLa A3G-eYFP + Vif (tagged APOBEC3G with the HIV-1 protein that degrades it), YFP fluorescence, overnight; 410,000 tested, 0.076% active;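 further: potency means the concentration at half of the fitted maximal effect; on the % scale 0 is the no-effect control and ±100 the full control effect; nearly all actives have a fitted effect of over 60% in size; hits raise eYFP signal because A3G escapes Vif-driven loss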
Target sequence (Q9HC16 whole entry, looked up): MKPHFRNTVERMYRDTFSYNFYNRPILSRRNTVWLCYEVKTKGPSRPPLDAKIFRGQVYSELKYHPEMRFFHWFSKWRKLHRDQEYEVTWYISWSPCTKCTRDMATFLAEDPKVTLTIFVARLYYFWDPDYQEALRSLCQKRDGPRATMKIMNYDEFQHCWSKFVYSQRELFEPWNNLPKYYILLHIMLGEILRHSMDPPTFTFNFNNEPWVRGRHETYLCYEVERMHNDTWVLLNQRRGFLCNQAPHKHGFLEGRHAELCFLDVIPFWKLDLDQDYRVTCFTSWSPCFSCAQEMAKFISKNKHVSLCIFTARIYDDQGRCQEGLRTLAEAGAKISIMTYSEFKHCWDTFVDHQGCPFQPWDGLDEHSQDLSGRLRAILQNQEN
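Read-out is eYFP fluorescence (Ex 488/Em 500-530) from Vif-expressing HeLa A3G-eYFP cells; more signal means A3G escaped Vif-mediated degradation. Cells plated overnight, compound pinned in, incubated overnight at 37 deg C.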
GRP78 ERSR act: qHTS for Inducers of the Endoplasmic Reticulum Stress Response (ERSR) in Human Glioma: qHTS; U87-MG GRP78 promoter luciferase reporter, 16 h; AID 602332, 2012; Potency, µM, without a hit: top-dose activation, usual class: activators; 420,000 tested, 0.02% active; further: potency means the concentration at half of the fitted maximal effect; series mostly up to about 76 µM; % of control where 0% means no effect; nearly all actives have a fitted effect of over 35% in size
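Stably transfected U87-MG glioma cells carrying a GRP78-based luciferase sensor; 16 h compound incubation. Luminescence end-point read 10 min after Bright-Glo addition at room temperature.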
RXFP1 agonist: qHTS Assay for Agonists of the Relaxin Receptor RXFP1; 370,000 tested, 0.3% active; Potency, µM (titrated, usually from 57.5 µM), for inactives: at the top dose activation, usual class: activators; AID 2676, 2010; HEK293T-RXFP1 cAMP TR-FRET, 30 min; response scale: percent of porcine relaxin response, buffer zero; further: potency means the concentration at half of the fitted maximal effect; on the % scale 0 is the no-effect control and ±100 the full control effect; nearly all actives have a fitted effect of over 60% in size; many of its hits are not listed in these tables
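HEK293T cells stably expressing RXFP1 were pretreated with the PDE4 inhibitor Ro 20174, exposed to compounds for 30 min at 37C, lysed, and cAMP was read by TR-FRET. Data normalized to buffer (basal) and 29 nM porcine relaxin (100%).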
mIDH1 inhibitor: qHTS for Inhibitors of mutant isocitrate dehydrogenase 1 (IDH1): qHTS; Potency, µM (top dose mostly 76.6 µM), for the others: top-dose activity change, negative = inhibition, actives largely listed as inhibitors; 390,000 tested, 0.093% active; IDH1-R132H enzyme, NADPH consumption, diaphorase/resazurin fluorescence; further: potency means the concentration at half of the fitted maximal effect; on the % scale 0 is the no-effect control and ±100 the full control effect; nearly all actives have a fitted effect of over 65% in size
Target sequence (O75874 whole entry R132H, stated change not applied): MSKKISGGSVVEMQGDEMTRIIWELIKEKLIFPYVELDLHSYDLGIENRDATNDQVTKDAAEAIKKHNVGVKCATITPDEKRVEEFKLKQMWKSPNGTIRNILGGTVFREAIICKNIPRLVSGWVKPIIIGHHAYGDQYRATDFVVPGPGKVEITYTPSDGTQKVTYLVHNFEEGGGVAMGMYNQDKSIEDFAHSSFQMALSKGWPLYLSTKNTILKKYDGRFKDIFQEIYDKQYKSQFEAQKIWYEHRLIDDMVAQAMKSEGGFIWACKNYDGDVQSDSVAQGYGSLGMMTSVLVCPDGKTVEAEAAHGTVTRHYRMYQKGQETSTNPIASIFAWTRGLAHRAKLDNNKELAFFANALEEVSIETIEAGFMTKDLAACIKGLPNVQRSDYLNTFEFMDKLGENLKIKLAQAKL
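IDH1-R132H (0.5 ug/mL dispensed) in pH 7.5 Tris buffer was preincubated 30 min with compound, then given a substrate mix of 0.016 mM NADPH and 2 mM alpha-KG for 80 min at room temperature; remaining NADPH was read by diaphorase/resazurin fluorescence.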
LDHA inh: qHTS assay for inhibitors of human lactate dehydrogenase; L-lactate dehydrogenase A chain (Homo sapiens), P00338; purified LDHA, NADH/diaphorase-resazurin fluorescence; active compounds read low; activity change, % (values are at about 110 or 230 µM); 480,000 tested, 0.15% active; in the data active means activity change below about -30%; inconclusive means mostly about -25% to -30%;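 further: plate controls were DMSO wells for no effect and wells without enzyme for full effect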
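Remaining NADH was detected by diaphorase (0.133 mg/mL) converting 37 µM resazurin to fluorescent resorufin, read at 0 and 20 minutes. The preceding 5-minute room-temperature reaction used 2 nM LDHA, 0.2 mM sodium pyruvate and 0.06 mM NADH at pH 7.4.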
USP1-UAF1 inh: Inhibitors of USP1/UAF1: Primary Screen. recombinant USP1/UAF1, Ub-Rhodamine cleavage fluorescence. Ubiquitin carboxyl-terminal hydrolase 1 (Homo sapiens), O94782. Potency, µM (series often up to 57.1 µM), inactives show at the top dose activity change, negative = inhibition, most hits filed as inhibitors. 390,000 tested, 0.23% active; further: potency means the concentration at half of the fitted maximal effect; on the % scale 0 is the no-effect control and ±100 the full control effect; nearly all actives have a fitted effect of over 60% in size; inactives centre near -12
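High-throughput fluorogenic screen: 1nM USP1/UAF1 complex, Ub-Rho substrate 150nM final, 50mM HEPES pH 7.8 with 0.5mM EDTA, 0.1 mg/ml BSA, 1mM TCEP and 0.01% Tween-20.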
PI4K2A inh: qHTS for small molecular inhibitors of PI4K2A; 420,000 tested, 0.13% active; Phosphatidylinositol 4-kinase type 2-alpha (Homo sapiens), Q9BTU6; purified PI4K2A, ADP-Glo luminescence, 1 h; active compounds read low; AID 1346378, 2018; activity change, negative = inhibition, % at 76.9 µM; in the data active means activity change below about -50%; inconclusive means mostly about -30% to -49%;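 further: -100% = wells without enzyme as full effect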
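In this quantitative HTS, ADP production by PI4K2A was quantified luminescently after 1 h at ambient temperature; 100 microM adenosine served as plate-quality control.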
Vif-APOBEC3F blk: qHTS for Inhibitors of Vif-A3F Interactions: qHTS. HeLa A3F-eYFP + Vif (tagged APOBEC3F with the HIV-1 protein that degrades it), YFP fluorescence increase. Potency, µM (titrated, usually from 46.1 µM), for inactives: at the top dose activity, negative = active. 390,000 tested, 0.2% active. AID 602313, 2012; further: potency means the concentration at half of the fitted maximal effect; % of control where 0% means no effect; nearly all actives have a fitted effect of over 65% in size
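HeLa cells stably expressing A3F-eYFP plus Vif, plated and incubated overnight at 37 deg C, then exposed to compounds overnight at 37 deg C. Blocked degradation read as raised yellow fluorescence (Ex 488/Em 500-530).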
TrxR1 substrate: qHTS Assay for Substrates of Mammalian Selenoprotein Thioredoxin Reductase 1 (TrxR1): qHTS | Thioredoxin reductase 1, cytoplasmic (Rattus norvegicus), O89049 | purified TrxR1 substrate turnover, NADPH consumption readout | Potency, µM (highest dose often 114 µM), inactives show top-dose activity change, negative = substrate turnover | 390,000 tested, 0.01% active; further: potency means the concentration at half of the fitted maximal effect; on the % scale 0 is the no-effect control and ±100 the full control effect; nearly all actives have a fitted effect of over 50% in size
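Rat TrxR1, dispensed at 90 nM, was prereduced with 400 uM NADPH (final) for 5 min at ~22 deg C, then incubated with compound 15 min before 400 uM selenite. A first-read NADPH fluorescence drop versus no-compound background flagged substrates.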
Starred values were filed as active, the others as inactive; ? = inconclusive; . = not tested or not shown; [ ] = another dose, or the depositor's remark. Unless noted, the call rests on the fitted dose curve; in most records, active means well fitted curve in the direction sought with a large enough effect; inconclusive means small, poorly fitted or top-dose-only effect, or another doubt; inactive means no such curve, though single readings can be large; an effect the other way counts as inactive or inconclusive. An excerpt; count on the stated rates, not on these rows.

SMILES	Vif-APOBEC3G blk	GRP78 ERSR act	RXFP1 agonist	mIDH1 inhibitor	LDHA inh	USP1-UAF1 inh	PI4K2A inh	Vif-APOBEC3F blk	TrxR1 substrate
O=C(COc1ccccc1[N+](=O)[O-])N1CCCc2ccccc21	3%	0%	-0.5%	0%	-1	-7%	0	4%	-7%
O=CNc1cc(-c2ccoc2)cn2c(-c3ccc(F)cc3)cnc12	?	0%	.	.	2	.	-6	.	.
Cc1ccc(C)c(NC(=O)CN(C)C(=O)COc2cccc3c2OC(C)(C)C3)c1	-6%	-1%	0.6%	1%	-11	-23%	-1	-2%	7%[57.1 µM]
CC(NCCCSc1ccccc1)C(O)c1ccc(O)cc1 (centres undefined)	2%	5%	.	-10%	-17	-9%	-6	-1%	.
CCOC(=O)CNC(=O)c1ccc2[nH]c3ccccc3c2c1	0%	2%	1.5%	5%	-7	-21%	1	-2%	83%[activator]
COc1ccc(NC(=O)N2CCCC(C(=O)NCCc3ccccc3)C2)cc1 (centres undefined)	1%	3%	2.0%	-5%	-8	-20%	-2	12%	-1%
Cc1cc(C)n2ncc(C(=O)Nc3ccc4c(c3)OCO4)c2n1	-2%	0%	1.5%	-1%	-3	-17%	-7	-7%	-4%
CC(Oc1cccc(Cl)c1)C(=O)Nc1cc(=O)n(C)c(=O)n1C (centres undefined)	4%	-5%	0.8%	2%	0	-19%	0	-1%	7%
CC(=O)N1N=C(C)CC1c1ccc(OCc2ccccc2)cc1 (centres undefined)	-1%	4%	0.5%	1%	-1	-5%	0	1%	-12%
Cc1nn(C)c(C)c1S(=O)(=O)N(CC(=O)NCc1cccs1)c1ccc(C(C)C)cc1	0%	-4%	1.1%	16%	-9	?	6	3%	4%
OC[C@@H]1CN(CCN2CCOCC2)C[C@H](n2cnc3c(NCc4ccc(F)cc4)ncnc32)O1	1%	-2%	.	.	-6	.	-2	.	.
O=C(Nc1ccc(Cl)cc1C(F)(F)F)c1cc(S(=O)(=O)NCc2ccccc2)ccc1F	-12%	-1%	0.6%	-14%	6	-23%	-1	?	2%[57.1 µM]
O=C(CN1CCOCC1)Nc1ccc(Oc2ccc(NC(=O)CN3CCOCC3)cc2)cc1	-9%	-1%	2.7%	6%	-5	-15%	-6	-9%	12%
CCOc1ccc2[nH]c(C)cc(=O)c2c1	2%	-1%	0.3%	6%	-1	-17%	-4	-3%	11%[57.1 µM]
COCCCNC(=O)c1ccc2c(c1)CCN2S(C)(=O)=O	0%	-4%	2.3%	1%	-6	-4%	8	-1%	5%

Compounds from the list above with an NH in an aromatic ring:
SMILES	Vif-APOBEC3G blk	GRP78 ERSR act	RXFP1 agonist	mIDH1 inhibitor	LDHA inh	USP1-UAF1 inh	PI4K2A inh	Vif-APOBEC3F blk	TrxR1 substrate
CCOC(=O)CNC(=O)c1ccc2[nH]c3ccccc3c2c1	0%	2%	1.5%	5%	-7	-21%	1	-2%	83%[activator]
CCOc1ccc2[nH]c(C)cc(=O)c2c1	2%	-1%	0.3%	6%	-1	-17%	-4	-3%	11%[57.1 µM]

Remaining list, next part
SMILES	Vif-APOBEC3G blk	GRP78 ERSR act	RXFP1 agonist	mIDH1 inhibitor	LDHA inh	USP1-UAF1 inh	PI4K2A inh	Vif-APOBEC3F blk	TrxR1 substrate
CNC(=O)CC1C(=O)N(C)C(=S)N1NC(=O)c1ccccc1 (centres undefined)	1%	0%	-0.1%	1%	-2	-9%	2	12%	3%
COC(=O)c1ccccc1NC(=O)NC1CCCC1	2%	-2%	1.9%	7%	-6	-15%	-1	2%	15%[57.1 µM]
Cc1ccc(CSc2nc3ccc(NC(=O)CC(C)C)cc3s2)cc1	1%	-2%	0.7%	-9%	-13	-12%	-3	1%	-7%
COC(=O)c1sccc1NC(=O)Nc1ccc(OC)c(OC)c1	4%	-3%	1.3%	0%	3	-17%	-10	-3%	5%
O=C(Nc1ncc(S(=O)(=O)c2ccc([N+](=O)[O-])cc2)s1)c1cccc2ccccc12	-9%	-5%	0.6%	-2%	-4	-8%	2	-1%	-2%
O=C(NCCCN1CCN(C2CCCCC2)CC1)Nc1ccccc1C(F)(F)F	1%	2%	3.8%	2%	0	4%	2	-9%	8%[57.1 µM]
CCOc1ccc(CN2CCNC(=O)C2CC(=O)N(C)C2CCCCC2)cc1 (centres undefined)	0%	1%	0.0%	-10%	-7	-13%	-3	-10%	-1%
COc1ccc(-c2csc(NC(=O)c3ccc(S(C)(=O)=O)cc3)n2)cc1	1%	5%	8.0%	0%	-1	-7%	-5	6%	-11%
CCN(CC)S(=O)(=O)c1ccc(/C=C/C(=O)OCC(=O)NCc2cccs2)cc1	-1%	-1%	2.1%	9%	-6	-11%	-1	-1%	-4%
C=CCn1c(COc2ccc(OC)cc2)nnc1SC(C)C(=O)NC1CC1 (centres undefined)	0%	-3%	1.2%	10%	-3	-11%	8	5%	1%
O=C(NCc1ccc(Cl)s1)c1cc(COc2c(F)cccc2F)on1	-5%	-3%	11%	8%	-5	-2%	-2	-6%	-26%[57.1 µM]
Nc1nc(-c2cccnc2)nn1C(=O)c1ccccc1Cl	-3%	-6%	1.5%	9%	-1	-1%	3	14%	5%[57.1 µM]
CN1CCN(S(=O)(=O)c2ccc3c(c2)C(C)(C)C(=O)N3C)CC1	5%	0%	5.0%	-6%	0	-24%	-2	1%	5%[57.1 µM]
COc1ccc(S(=O)(=O)N2CCCCCC2)cc1C(=O)N(C)CC(=O)Nc1c(Cl)cccc1Cl	-3%	-6%	1.1%	2%	-4	-19%	-7	15%	1%
Cc1cncn1CCc1nc2c3ccccc3nc(SCC(=O)Nc3ccc(F)cc3)n2n1	-1%	-4%	3.4%	-9%	1	-17%	2	2%	0%[57.1 µM]
O=C1CC(c2c[nH]c3ccccc23)C(=O)N1c1ccccc1 (centres undefined)	0%	-2%	0.4%	3%	7	-19%	1	-4%	-6%
NC(=O)c1ccccc1N/C=C/C(=O)c1ccccc1	-2%	0%	0.1%	6%	0	-17%	3	2%	-3%
Cc1ccc(C(Sc2ccccc2)C(Cn2cncn2)C(=O)c2ccccc2)cc1 (centres undefined)	-9%	-11%	-2.1%	4%	-1	-9%	-1	6%	1%
CCCCS(=O)CC(COC)OC(=O)c1ccccc1 (centres undefined)	8%	-3%	0.3%	7%	0	-12%	-1	-30%	4%
Cc1ccc2nc(-c3ccc(NC(=O)COc4ccc(Br)cc4Br)cc3)sc2c1	1%	-1%	?	-1%	3	11%	-4	-15%	41%[activator]
Cc1oc(-c2cccc(Cl)c2)nc1CSc1nnc(C)n2c1cc1occc12	4%	-2%	8.4%	-21%	-5	3%	1	6%	-10%
Cc1cc(Br)ccc1NS(=O)(=O)c1c(C)[nH]c(=O)[nH]c1=O	-2%	5%	-0.2%	3%	-3	-11%	-7	-9%	5%[57.1 µM]
Cc1cscn1	1%	2%	1.4%	12%	0	-17%	3	-2%	12%
CCOc1nc(NCc2ccco2)nc(Nc2ccccc2F)n1	-1%	6%	-4.4%	-3%	-9	-7%	-3	4%	-4%
O=C(NCc1ccccc1F)C1CCCN(C(=O)NC2CCCCC2)C1 (centres undefined)	-4%	-4%	2.1%	0%	-6	-9%	-2	-12%	-3%
O=C(Nc1ccc(OCC(=O)N2CCOCC2)cc1)c1cccc(Cl)c1	0%	0%	1.1%	0%	-8	-20%	-1	-1%	7%
CC1=C(C(=O)OC(C)C)C(C)NC(=O)N1 (centres undefined)	2%	-5%	2.6%	1%	3	-24%	3	-8%	5%
O=C(CSc1nnc(Cn2c(=O)sc3ccccc32)n1-c1ccccc1)NCC1CCCO1 (centres undefined)	-1%	-2%	0.3%	0%	-2	-6%	-3	-1%	6%[57.1 µM]
CC(=O)NNc1ncnc2c1cnn2-c1ccc(C)c(C)c1	0%	3%	5.5%	2%	-5	?	2	-7%	9%
Cc1ccc(-n2ncc3c(NCCCn4ccnc4)ncnc32)cc1Cl	-13%	7%	1.8%	19%	0	?	1	2%	2%[57.1 µM]
Cc1cc(S(=O)(=O)N2CCCC(N3CCOCC3)C2)c(C)cc1Cl (centres undefined)	0%	-5%	-0.1%	5%	-1	6%	-5	-2%	11%
COc1ccc(CNCc2cc3c(C(C)(C)C)nn(-c4ccccc4)c3[nH]c2=O)cc1	-19%	-4%	-0.2%	9%	9	-18%	3	-6%	13%
CN1CCN(Cc2cn(C)nc2-c2ccccc2F)CC1c1ccccc1 (centres undefined)	4%	-1%	-3.2%	7%	0	-8%	1	?	-17%[57.1 µM]
Cc1c(C(=O)Nc2ccc(-c3nnc4n3CCCCC4)cc2)oc2ccc(Br)cc12	-11%	-1%	0.5%	-1%	2	-4%	-1	4%	11%

High-throughput results: PubChem BioAssay, National Center for Advancing Translational Sciences (NCATS)
